# Source: PubChem BioAssay
# tuberculosis growth – growth inhibition of non-replicating M. tuberculosis (AID 488890); Mycobacterium tuberculosis non-replicating, growth inhibition; higher % means a stronger effect; inhibition, % at 25 µM, or IC50 in µM where a hit was titrated; actives 0.39% (n = 320,000); in the data active means a potency from the dose series; inconclusive means inhibition mostly from about 82% at the one dose, without a potency; inactive means the rest, 99 in 100 with inhibition below about 76%;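 further: plate controls were DMSO cells for no effect and high antibiotic wells for full effect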
# PhoP GFP inhibition – Inhibition of PhoP regulon, Salmonella typhi GFP reporter cells, confirmation, 4 h (AID 1850); Salmonella Typhi PhoP-promoter GFP reporter, fluorescence, 4 h; higher % means a stronger effect; one-dose inhibition, % at 50 µM; IC50 in µM for titrated hits; actives 0.33% (n = 310,000); in the data active means a potency from the dose series; inconclusive means inhibition mostly from about 25% at the one dose, without a potency; inactive means the rest, 99 in 100 with inhibition below about 19%;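 further: 0% = induced wells with vehicle and 100% = uninduced wells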
# influenza NS1A – NS1A inhibition, H1N1 influenza, cell based functional assay (AID 504329); NS1A functional cell-based assay, percent inhibition; higher % means a stronger effect; inhibition, % at 12.5 µM; hits with a dose series show IC50 in µM; actives 0.3% (n = 340,000); in the data active means a potency from the dose series; inconclusive means inhibition above about 27% without an active follow-up result; further: strong numbers were not always called active
# VEEV TC-83 Vero – inhibitors of VEEV TC-83 cytopathic effect, confirmation, Vero cells (AID 588727). actives 0.13% (n = 350,000). Vero cells, VEEV TC-83 cytopathic effect inhibition; higher % means a stronger effect. inhibition, % at 20 µM, or IC50 in µM where a hit was titrated; in the data active means a potency from the dose series; inconclusive means inhibition mostly from about 14% at the one dose, without a potency; inactive means the rest, 99 in 100 with inhibition below about 12%; further: strong numbers were not always called active
# M. tuberculosis HTS – M. tuberculosis growth inhibition, HTS (AID 449762). actives 0.59% (n = 330,000). M. tuberculosis H37Rv growth inhibition, 7H9 media; higher % means a stronger effect. inhibition, % at 25 µM; hits with a dose series show IC50 in µM; in the data active means a potency from the dose series; inconclusive means inhibition above about 70% without an active follow-up result;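 further: bacterial growth assessed after seven days of incubation; strong numbers were not always called active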
# VEEV TC-83 Vero 10K pilot screen – recorded beside VEEV TC-83 Vero, whose call it bears; inhibition, %; measured here: 10K pilot screen inhibition
# An asterisk follows results filed as active; i = inactive; ? = inconclusive; . = not tested or not shown. Compounds as they come; about 1.6% have a hit in one of these screens.
SMILES,tuberculosis growth,PhoP GFP inhibition,influenza NS1A,VEEV TC-83 Vero,M. tuberculosis HTS,others
COc1ccc(S(=O)(=O)NC2CCc3ccccc32)cc1OC (stereo unspecified),-8%,-12%,-30%,i,7%,
COc1ccc(C(NC(=O)c2cccnc2)c2cc(Cl)c3cccnc3c2O)cc1OC (stereo unspecified),-18%,2%,8%,6.1%,5%,
Cn1c(=O)oc2cc(S(=O)(=O)NCCC(=O)N3CCN(c4ccccc4)CC3)ccc21,38%,2%,11%,0.8%,5%,
CCN(C(=O)COC(=O)c1cc(-c2ccc(C)o2)nc2ccccc12)C1CCS(=O)(=O)C1 (stereo unspecified),1%,14%,-3%,i,1%,
O=C(O)c1ccccc1C(=O)N1CCN(c2ccccc2)CC1,-5%,12%,8%,0.4%,-1%,
COc1ccc(C(=O)Nc2oc(-c3ccccc3)c(-c3ccccc3)c2C#N)cc1,20%,5%,6%,4.3%,63%,
COC(=O)CSCC(=O)Nc1cc2c(cc1C(C)=O)OCO2,11%,-6%,-8%,0.9%,0%,
O=C(Nc1ccccc1)Nc1ccc(Cl)c(S(=O)(=O)N2CCOCC2)c1,-1%,-2%,-11%,0.8%,-1%,
O=C(CN(Cc1ccccc1)S(=O)(=O)c1ccc(F)cc1)NCc1cccnc1,-4%,-5%,-7%,0.7%,2%,
Cc1cc(C)nc(SCc2csc(N)n2)n1,-1%,8%,6%,2.3%,-3%,
NS(=O)(=O)c1ccc(CCNC(=O)CNC(=O)c2ccc(Br)o2)cc1,2%,.,-4%,0.4%,-9%,
C=CC[C@H](CC(=O)OC(C)(C)C)C(=O)OC[C@H]1CCCN1C(=O)[C@H](CC=C)CC(=O)NCCO,-2%,.,-3%,0.1%,8%,
Cc1ccc(CSCCC(=O)NCCc2ccc(Cl)cc2)cc1,75%,-4%,-6%,0.4%,6%,
O=C(Nc1ccccc1Oc1ccccc1)c1cccc([N+](=O)[O-])c1,17%,1%,4%,i,0%,
Clc1ccc(CN2CCN(/N=C/c3ccco3)CC2)cc1,15%,37%,17%,i,4%,

# 5 entries picked at random from the list so far, as already listed:
SMILES,tuberculosis growth,PhoP GFP inhibition,influenza NS1A,VEEV TC-83 Vero,M. tuberculosis HTS,others
O=C(O)c1ccccc1C(=O)N1CCN(c2ccccc2)CC1,-5%,12%,8%,0.4%,-1%,
Clc1ccc(CN2CCN(/N=C/c3ccco3)CC2)cc1,15%,37%,17%,i,4%,
C=CC[C@H](CC(=O)OC(C)(C)C)C(=O)OC[C@H]1CCCN1C(=O)[C@H](CC=C)CC(=O)NCCO,-2%,.,-3%,0.1%,8%,
NS(=O)(=O)c1ccc(CCNC(=O)CNC(=O)c2ccc(Br)o2)cc1,2%,.,-4%,0.4%,-9%,
O=C(Nc1ccccc1Oc1ccccc1)c1cccc([N+](=O)[O-])c1,17%,1%,4%,i,0%,

# Next part
SMILES,tuberculosis growth,PhoP GFP inhibition,influenza NS1A,VEEV TC-83 Vero,M. tuberculosis HTS,others
O=C(CNc1ccccc1)N/N=C/c1cc([N+](=O)[O-])ccc1N1CCCC1,15%,6%,-5%,8.0%,-8%,
O=C(Nc1ccc(N2CCCC2=O)cc1)c1cncc(Br)c1,-10%,-11%,-11%,4.7%,1%,
COc1ccc(C(=O)c2c[nH]c(C(=O)N=CN(C)C)c2)cc1,-16%,7%,-10%,4.8%,-3%,
O=C(CCCc1cccs1)Nc1ccc2c(c1)OCO2,55%,3%,-4%,1.1%,43%,
COc1ccc(NC(=O)[C@H](COCc2ccccc2)NC(=O)OC(C)(C)C)cc1,21%,7%,-11%,6.1%,-8%,VEEV TC-83 Vero 10K pilot screen=1.4
NC(=O)c1ncn([C@@H]2O[C@H](CNCc3ccc(-c4cc(C(F)(F)F)ccc4Cl)o3)[C@@H](O)[C@H]2O)n1,.,.,7%,0.1%,.,
CC1CCCN(C(=O)c2ccc(Br)c(S(=O)(=O)N3CCOCC3)c2)C1 (stereo unspecified),-14%,.,-9%,i,-2%,
Cc1ccc(OCCN2C(=O)c3ccccc3C2=O)cc1,24%,-11%,-9%,1.2%,2%,
c1ccc2oc(SCc3nc4ccccc4s3)nc2c1,?,5%,-13%,3.5%,35%,
CC(Sc1nncs1)C(=O)Nc1ccc2c(c1)OCCO2 (stereo unspecified),-12%,0%,2%,i,5%,
Cc1cccc(C(=O)Nc2ccc(C(=O)Nc3ccc(O)cc3)cc2)c1,8%,-6%,-1%,12%,-4%,
O=C(Cn1cnc2c(nnn2-c2cccc(Cl)c2)c1=O)N1CCOCC1,9%,3%,22%,0.8%,-1%,
Cc1nc2ccc(S(=O)(=O)N(C)CC(=O)N3CCc4ccccc43)cc2s1,-7%,-6%,9%,0.6%,6%,
CCOC(=O)N1CCC(NC(=O)CS(=O)Cc2nc(-c3ccc(OC)c(OC)c3)oc2C)CC1 (stereo unspecified),14%,-19%,-6%,i,4%,
COc1ccc(S(=O)(=O)N(C)c2ccc(C(=O)N3CCC(C(N)=O)CC3)cc2)cc1OC,-15%,2%,6%,0.7%,2%,
Cc1ccc2[nH]c(=O)c3cc(C(=O)N(C)c4ccccc4C)sc3c2c1,6%,6%,-1%,1.6%,0%,
NNC(=O)C(=O)NCCCN1CCOCC1,-8%,-6%,5%,0.3%,-8%,
O=C(NCc1ccc(Cl)cc1)N1CCOCC1,71%,-3%,-16%,i,-9%,
CCCNc1c(NC(=O)C2CCC(C)CC2)c(=O)oc2ccccc12 (stereo unspecified),7%,-3%,-5%,0.7%,0%,
Cn1cnnc1SCC(=O)NCc1ccccc1,-14%,6%,9%,i,-2%,
O=C(c1ccc(OC2CCN(CCc3ccccc3)CC2)cc1)N1CCCC(CO)C1 (stereo unspecified),9%,6%,3%,i,-3%,
COCCCNC(=S)NCCNc1nc2cc(C)cc(C)c2cc1C#N,?,7%,-9%,3.5%,0%,
O=[N+]([O-])c1cc(/C=N/N/C(=N/c2ccccn2)c2ccccn2)ccc1O,4%,-4%,2.5µM*,14%,?,
COc1ccc(NC(=O)CSc2nc3ccccc3nc2N2CCCC2)cc1,11%,-2%,-4%,4.2%,-11%,
COc1ccc(NC(=O)CS(=O)c2ccc(F)cc2)cc1 (stereo unspecified),-13%,-7%,-6%,1.1%,-14%,
COc1ccc(CNC(=O)[C@H](Cc2c[nH]c3ccccc23)NC(C)=O)cc1OC,-7%,-12%,4%,0.5%,1%,
Cc1ccccc1OC(C)C(=O)NCc1cccnc1 (stereo unspecified),-6%,-4%,-2%,0.5%,-1%,
Cc1nc(NCC2CCCO2)nc2c1C(=O)CC(C)(C)C2 (stereo unspecified),-3%,-22%,-22%,0.7%,0%,
Cc1ccc(SCC(=O)Nc2cccc(S(=O)(=O)N3CCOCC3)c2)cc1C,32%,.,-7%,7.1%,0%,
O=C(c1ccc(Cl)cc1)C1CCCN(Cc2ccon2)C1 (stereo unspecified),79%,-4%,-6%,0.8%,2%,
COc1ccc(C)cc1S(=O)(=O)Nc1ccc2c(c1)OCCO2,3%,8%,-19%,1.0%,69%,
CCC1=NN(C(=O)Cc2ccc(OC)cc2)C(O)(C(F)(F)F)C1 (stereo unspecified),70%,2%,-6%,0.5%,-6%,
COc1ccc(NC(=O)CCn2c(=S)[nH]c3ccccc3c2=O)cc1OC,1%,-2%,12%,1.2%,-2%,
CC(C)C(NC(=O)c1c(F)cccc1F)C(=O)NCc1ccncc1 (stereo unspecified),.,.,-4%,0.3%,.,
Cc1ccc(S(=O)(=O)N2CCCCC2)cc1NC(=O)COC(=O)c1ccc(=O)[nH]c1,15%,.,-8%,4.0%,-10%,
CC(=O)Nc1ccc(OCC(O)Cn2c(C)nc3ccccc32)cc1 (stereo unspecified),-3%,-2%,1%,2.1%,-7%,
Cc1ccc(CNC(=O)CNC(=S)N(Cc2ccccc2)Cc2ccccc2F)cc1,.,.,1%,0.6%,.,
Cc1ccc(C(=O)NC2CCCCCC2)o1,78%,10%,-5%,1.8%,-4%,
COc1cc(Cl)ccc1OCc1cc(C(=O)N(C)CC2CCCCO2)no1 (stereo unspecified),9%,4%,3%,0.3%,0%,
N#Cc1cc2c(ccc3ccccc32)oc1=O,?,-4%,-1%,5.1%,?,
Cc1ccc(S(=O)(=O)NCC(=O)OCC(=O)Nc2ccc(C)c(S(=O)(=O)N3CCOCC3)c2)cc1,0%,.,-16%,1.8%,-2%,
COC(=O)c1ccc2[nH]cc(CCO)c2c1,-8%,-19%,0%,0.8%,4%,
Cc1ccc(OCC(=O)Nc2ccc(S(=O)(=O)Nc3ccccn3)cc2)c(C)c1,7%,12%,3%,2.1%,-5%,
Cc1nn(CCc2n[nH]c(=S)n2C)c(C)c1Br,.,-7%,20%,4.4%,.,VEEV TC-83 Vero 10K pilot screen=1.3
CCN(CC)S(=O)(=O)c1cccc(-c2n[nH]c(=S)n2Cc2ccccc2)c1,1%,5%,-1%,0.2%,-6%,
O=C(Nc1nc2ccccc2[nH]1)c1cccc(Cl)c1,9.1µM*,-6%,-15%,0.7%,?,
O=C(CSc1ccc([N+](=O)[O-])cn1)Nc1ccc(N2CCOCC2)cc1,62%,-13%,-4%,1.1%,33%,
O=C(COC(=O)c1ccc(O)cc1)Nc1cccc(S(=O)(=O)NC2=NCCCCC2)c1,3%,6%,-2%,0.4%,-4%,
CCNC1(C#N)CCN(Cc2ccccc2)CC1,.,.,1%,1.5%,.,
O=C(Cn1c(Cc2ccccc2)nc2ccccc21)NCc1ccc2c(c1)OCO2,15%,-12%,0%,0.9%,1%,
O=C(COc1ccc(Cl)cc1)NCCN1CCCCC1,3%,23%,0%,i,1%,
C=CC[C@@H](Cc1ccc(F)cc1)C(=O)OC[C@@H]1CCCN1C(=O)[C@@H](CC=C)CC(=O)N[C@H](CO)Cc1ccccc1,46%,.,-5%,0.4%,-3%,VEEV TC-83 Vero 10K pilot screen=1.0
COC(=O)[C@@H](NC(=O)N1CCC(C)CC1)C(C)C,-4%,2%,-17%,0.1%,6%,
COc1cc(OC)cc(C(=O)Nc2ccc([N+](=O)[O-])cn2)c1,-15%,-6%,8%,0.3%,17%,
CCCN1C2CCCC1CC(NC(=O)c1ccc(C(C)(C)C)cc1)C2 (stereo unspecified),-19%,1%,-5%,1.7%,1%,
COc1cc2c3c(c1)C(C)CC(C)(C)N3C(=O)C2=O (stereo unspecified),52%,1%,10%,0.7%,9%,
COc1ccc(-c2nc(N)nc(C(F)(F)F)c2-c2ccccc2OC)c(O)c1,24%,1%,4%,4.7%,5%,
CCOC(=O)c1ccc(S(=O)(=O)NNC(=O)COc2cccc(C)c2)cc1,-12%,0%,-1%,0.3%,-6%,
CC(=O)c1ccc(NC(=O)COc2ccc3c(c2)OCO3)cc1,?,-3%,-1%,0.3%,54%,
COc1ccc(NC(=O)COc2ccc(C(=O)OCC(=O)N(C(C)C)C(C)C)cc2OC)cc1,19%,3%,-8%,i,6%,

# Carrying on:
SMILES,tuberculosis growth,PhoP GFP inhibition,influenza NS1A,VEEV TC-83 Vero,M. tuberculosis HTS,others
COC(=O)C(O)(c1ccc(N(C)C(=O)c2ccc(Cl)c(Cl)c2)cc1)C(F)(F)F (stereo unspecified),-7%,1%,2%,0.9%,-6%,
O=C(Nc1cc(Cl)ccc1O)c1cc(-c2ccco2)on1,23%,13%,5%,2.2%,3%,
COc1cc(OC)cc(-c2c(C#Cc3ccsc3)c3cc(-c4ccc(OC)c(F)c4)ccc3n2C)c1,-3%,.,7%,i,3%,
COc1ccc(CN2CCN(C(=O)c3ccc(S(=O)(=O)NCc4ccco4)cc3)CC2)cc1,.,.,6%,1.9%,.,
COc1ccc(NC(=O)/C(C#N)=C/c2ccc(Sc3nncn3C)c([N+](=O)[O-])c2)cc1,9%,-23%,-12%,4.7%,3%,
O=C(NCCN1C(=O)S/C(=C\c2cccnc2)C1=O)c1cccc(OC(F)F)c1,31%,-11%,-6%,2.8%,-10%,
COc1ccc(N(CC(=O)NCCc2ccccc2)C(=O)CCC(=O)Nc2nccs2)cc1,2%,2%,0%,0.3%,6%,
Cc1cccc(N2CCN(C(=O)c3cnn4c(C(F)F)cc(-c5ccccc5)nc34)CC2)c1C,.,.,1%,10.0%,-4%,
O=C(NCCCc1ccccc1)c1cccc([N+](=O)[O-])c1,16%,-4%,-12%,1.3%,0%,
CCCCOc1ccc2c(c1)C(=O)c1cc(O)ccc1-2,36%,6%,14%,2.8%,?,
